hgDAF12 agonist: activates the H. glycines DAF-12 receptor ligand-binding domain; activation, % at 6.8 µM; HEK293 GAL4-hgDAF12 UAS-luciferase reporter, agonist luminescence; normalized to butyrate control; 370,000 tested, 1.8% active; AID 687014;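 active = activation above a cutoff set at the mean of all screened compounds plus 3 SD, cut at about 10% in these data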;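 note: 0% = DMSO wells and 100% = sodium butyrate wells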
hcDAF-12 act: H. contortus DAF-12 activation, primary screen. activation, % at 6.8 µM. 370,000 tested, 1.4% active. AID 652067. HEK293 hcDAF-12 lit1-tk-luc reporter, luminescence; 0% DMSO, 100% Δ7-dafachronic acid;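 active = activation above the mean of all tested compounds plus 3 SD, cut at about 5.5% in these data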;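 note: 100% = response to 3 µM Δ7-dafachronic acid high control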
PLCb3 inh: blocks human PLC-beta3 enzyme activity; Purified PLC-beta3, fluorogenic substrate, fluorescence; inhibition, % at 12.2 µM; 370,000 tested, 0.18% active; in the data active = inhibition above about 11%;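 note: 0% = median of compound wells on plate and 100% = full blocker control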
DAX1 inh-1: inhibitors of human orphan nuclear receptor DAX1 (NR0B1) | HEK293 Gal4-DAX1 luciferase reporter, luminescence | AID 504766 | P51843 | inhibition, % at 6.75 µM | 340,000 tested, 0.99% active;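 active = inhibition above the mean over all tested compounds plus 3 SD, cut at about 4.2% in these data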;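 note: 0% = DAX1-transfected cells with DMSO and 100% = empty-vector control cells with DMSO; inhibition shows as a rise in luminescence from relieved DAX1 repression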
Target sequence (P51843 207-470 limits assumed): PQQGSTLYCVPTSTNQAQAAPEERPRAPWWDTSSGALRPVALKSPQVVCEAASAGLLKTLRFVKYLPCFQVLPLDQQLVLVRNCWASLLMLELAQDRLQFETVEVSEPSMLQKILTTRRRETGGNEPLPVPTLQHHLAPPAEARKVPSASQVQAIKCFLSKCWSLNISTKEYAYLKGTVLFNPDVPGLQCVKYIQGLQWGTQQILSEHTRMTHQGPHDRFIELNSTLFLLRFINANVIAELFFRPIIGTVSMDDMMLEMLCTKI
Rev-erbA mod: modulates human Rev-erb alpha binding to DNA | Rev-erbα–FITC-DNA binding, fluorescence polarization, 90 min | activity, % at 10 µM | 370,000 tested, 0.79% active | AID 1259318;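 active = activity above about 14%, limit read from the data; passing the limit was not always enough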;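 note: 0% = DMSO wells with 35 nM protein and 100% = DMSO wells with 750 nM protein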
FXN GAA850 act: activators of GAA850 frataxin (FXN) promoter. activation, % at 6 µM. 360,000 tested, 0.56% active. HEK293 lucGAA850 FXN promoter luciferase reporter, 24 h; percent of 10 µM SAHA response;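 active = activation above the average of all compounds screened plus 3 SD, cutoff fixed separately per campaign, cut at about 7.5% in these data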;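 note: 0% = DMSO wells and 100% = 10 µM SAHA wells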
PG9 Ab binder: binds the HIV-1 gp120 antibody PG9; 360,000 tested, 0.43% active; inhibition, % at 6.7 µM; TR-FRET gp120-PG9 antibody binding; in the data active = inhibition above about 8.5%
SMARCA2 activ: SMARCA2 function activation, primary screen. 370,000 tested, 1% active. MG213 cells, MMTV-luciferase reporter, dexamethasone, overnight. activation, % at 9.1 µM; in the data active = activation above about 7.8%;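 note: 0% = vehicle wells and 100% = reference activator wells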
HGIII-sPLA2 inh: Blocks human group III sPLA2 activity; Q9NZ20; inhibition, % at 12.2 µM; 370,000 tested, 0.56% active; QFRET BODIPY PC-A2 liposome hydrolysis, fluorescence;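 active = inhibition above mean plus 3 SD of compounds lying within the high and low control bounds, cut at about 19% in these data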;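 note: 0% = median of test compound wells and 100% = no enzyme DMSO wells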
Target sequence (Q9NZ20 whole entry, looked up): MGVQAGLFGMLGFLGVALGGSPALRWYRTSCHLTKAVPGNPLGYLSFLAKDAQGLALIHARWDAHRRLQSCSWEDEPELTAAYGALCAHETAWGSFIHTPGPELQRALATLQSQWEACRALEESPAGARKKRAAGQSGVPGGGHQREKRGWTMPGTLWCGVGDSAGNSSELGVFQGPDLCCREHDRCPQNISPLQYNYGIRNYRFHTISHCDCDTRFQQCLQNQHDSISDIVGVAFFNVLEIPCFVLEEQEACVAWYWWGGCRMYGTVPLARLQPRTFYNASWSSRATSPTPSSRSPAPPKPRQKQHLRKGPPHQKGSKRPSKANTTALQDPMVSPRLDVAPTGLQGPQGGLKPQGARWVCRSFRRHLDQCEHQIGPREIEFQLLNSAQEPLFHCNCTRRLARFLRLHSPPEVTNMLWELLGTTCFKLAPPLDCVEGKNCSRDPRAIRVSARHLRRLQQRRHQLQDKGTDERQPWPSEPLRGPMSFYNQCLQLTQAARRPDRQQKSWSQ
ssDAF12 agonist: S. stercoralis DAF-12 activation, primary screen | HEK293 ssDAF-12/GRIP1 lit1-tk-luc reporter, luminescence; % of 3 µM dafachronic acid response | activation, % at 6.8 µM | 370,000 tested, 1% active;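 active = activation above the mean over all tested compounds plus 3 SD, cut at about 0.9% in these data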;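 note: 0% = DMSO-only wells and 100% = 3 µM delta7-dafachronic acid wells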
DAX1 inh-2: blocks DAX1 repression of SF-1 activated StAR promoter; HEK293T StAR-luciferase reporter, SF-1/DAX-1 repression relief; inhibition, % at 6.8 µM; 370,000 tested, 1.1% active; AID 652010;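 active = inhibition above the mean over all tested compounds plus 3 SD, cut at about 3.6% in these data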;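 note: 0% = DAX-1 cells with DMSO and 100% = cells lacking DAX-1 with DMSO; higher inhibition means more luminescence from relief of DAX-1 repression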
Numbers without * were called inactive; · = no result given.

canonical_smiles,hgDAF12 agonist,hcDAF-12 act,PLCb3 inh,DAX1 inh-1,Rev-erbA mod,FXN GAA850 act,PG9 Ab binder,SMARCA2 activ,HGIII-sPLA2 inh,ssDAF12 agonist,DAX1 inh-2
O=C/C=C/c1coc2ccc3ccccc3c2c1=O,4.6,3.6,-24,·,-8,·,-2.2,0,-4,-0.5,1.0
Cc1ccc(-c2nc3c(c(=O)c4ccccc4n3C)c(=O)n2-c2ccc(F)cc2)cc1,-0.3,5.6*,-6,0.8,69*,-4.7,-1.3,-3,-5,-0.3,-0.3
C/C(=N\NC(=O)c1cccc(S(=O)(=O)N2CCCC2)c1)c1ccc(F)cc1,1.3,-1.4,-7,-0.6,2,1.8,-1.0,-2,-2,-1.6,-1.0
CCN1Cc2nnn(CC3CCCCC3)c2-c2ccccc2S1(=O)=O,-1.6,-1.5,1,·,10,·,·,-1,-5,-1.9,-1.6
O=C(NCC1COc2ccccc2O1)C1C2C=CC3(CN(Cc4ccccc4Cl)C(=O)C13)O2 (configuration not stated),-1.8,-2.5,2,-0.1,-6,-1.2,-0.4,1,-10,-1.0,-1.1
Cc1cc(C)n(-c2nc3ccccc3nc2N2CCN(S(=O)(=O)c3cccc(C#N)c3)CC2)n1,-2.2,2.8,-16,2.2,4,0.0,-0.7,-3,4,-0.2,0.2
CSCCC(C(=O)OC1CCOC1=O)N1C(=O)c2ccccc2C1=O (configuration not stated),-1.0,-1.4,-6,2.7,7,0.0,0.3,-3,-6,-0.8,0.1
O=C(NC(C(=O)N/N=C/c1ccncc1)c1n[nH]c(=O)c2ccccc12)c1ccccc1 (configuration not stated),1.1,2.8,-1,0.0,-4,0.8,-3.1,-2,-9,-0.6,0.0
CCCCn1c(N)c(N(CCOC)C(=O)COC(=O)C(C)(C)Oc2ccc(Cl)cc2)c(=O)[nH]c1=O,1.0,-1.8,-10,-0.4,5,0.6,0.2,-1,5,-0.6,-0.4
COc1ccccc1C1CCN(C(=O)c2cccc([N+](=O)[O-])c2)CC1,-1.9,-2.1,-10,0.1,1,-1.0,-2.1,-3,-6,-2.1,-0.2
Cc1cc(-n2c(C)cc(C(=S)N3CCOCC3)c2C)ccc1Br,-3.5,-3.9,-1,-0.4,-3,-0.9,0.2,-5,10,-0.9,-0.6
CCOc1ccc(C2C=C(c3ccccc3)Nc3nnnn32)cc1 (configuration not stated),3.0,0.1,-121,1.7,4,1.9,-1.8,5,-7,-1.0,0.5
O=C(NCc1ccccc1)c1cc(-c2cccc(O)c2)on1,18*,-0.2,-3,0.1,-1,2.9,-1.5,4,-20,-0.2,2.4
CCCC(c1nnnn1CCOC)N1CCN(Cc2ccccc2)CC1 (configuration not stated),0.5,1.6,0,0.6,4,0.2,2.2,-1,3,-1.3,-0.3
O=C(COc1ccccc1)Nc1nc(-c2ccncc2)cs1,-0.6,-2.0,-15,0.0,0,4.5,2.2,-3,-2,-1.0,-1.5
CC1(C)C[C@@H]1C(=O)N/C(=C\CCCCSC[C@H](N)C(=O)O)C(=O)O,3.5,-0.5,0,1.3,-4,-0.2,1.1,-4,1,-0.3,1.9
COc1ccc(-n2nc3c(c2NC(=O)c2ccccc2S(=O)(=O)C(F)F)CS(=O)(=O)C3)cc1,2.2,-1.0,-4,0.9,1,-1.6,0.7,-2,-6,-1.0,-0.2
Cc1nc2ccc(Br)cn2c1C(=O)N/N=C\c1ccccc1[N+](=O)[O-],10*,6.2*,0,·,-1,0.8,3.0,3,2,0.3,0.0
COC(=O)C1(C)NC(c2ccc(O)cc2)C2C(=O)N(c3ccccc3)C(=O)C21 (configuration not stated),-2.1,-1.8,-6,-0.2,-2,2.7,-0.8,-3,10,-1.3,-0.5
O=[N+]([O-])c1ccc(S(=O)(=O)Nc2ccncc2)cc1,-1.0,0.5,-5,0.8,6,0.5,-2.8,2,-16,-0.6,-0.4
Cc1cc(C)nc(Sc2nc(Cl)nc(N(c3ccccc3)c3ccccc3)n2)n1,-3.8,0.5,1,-0.6,7,-0.6,1.9,8.3*,14,0.1,0.0
C=CCOC(=O)C1=C[C@@H](c2csc3ccccc23)[C@H](CCCO)[C@@H](OCC)O1,-1.6,-1.8,-1,0.7,6,1.4,0.5,-1,-12,-1.0,-0.4
O=C1c2ccccc2-c2c1nc1c([n+]2[O-])CCCC1,2.0,-0.2,1,0.1,5,0.7,-1.0,1,-5,-0.6,1.7
Cc1c(C#N)c(NC(=O)c2cccc(Cl)c2)n(Cc2ccccc2)c1C,-0.7,1.7,1,1.2,5,-0.3,0.0,-2,-9,-1.2,0.7

Ordered by molar mass (smallest number first): part of the list above.
canonical_smiles,hgDAF12 agonist,hcDAF-12 act,PLCb3 inh,DAX1 inh-1,Rev-erbA mod,FXN GAA850 act,PG9 Ab binder,SMARCA2 activ,HGIII-sPLA2 inh,ssDAF12 agonist,DAX1 inh-2
Cc1nc2ccc(Br)cn2c1C(=O)N/N=C\c1ccccc1[N+](=O)[O-],10*,6.2*,0,·,-1,0.8,3.0,3,2,0.3,0.0
C=CCOC(=O)C1=C[C@@H](c2csc3ccccc23)[C@H](CCCO)[C@@H](OCC)O1,-1.6,-1.8,-1,0.7,6,1.4,0.5,-1,-12,-1.0,-0.4
Cc1cc(C)nc(Sc2nc(Cl)nc(N(c3ccccc3)c3ccccc3)n2)n1,-3.8,0.5,1,-0.6,7,-0.6,1.9,8.3*,14,0.1,0.0

(list continues)
canonical_smiles,hgDAF12 agonist,hcDAF-12 act,PLCb3 inh,DAX1 inh-1,Rev-erbA mod,FXN GAA850 act,PG9 Ab binder,SMARCA2 activ,HGIII-sPLA2 inh,ssDAF12 agonist,DAX1 inh-2
CC(=O)NC(c1cccs1)c1cc([N+](=O)[O-])c2cccnc2c1O (configuration not stated),-3.2,-1.1,6,-1.5,-1,-1.5,-0.3,-6,16,-1.0,-1.9
O=NN(CCc1ccncc1)c1ccc(OCc2ccccc2)cc1,-6.8,-3.5,-8,-3.0,-2,-3.4,0.3,-5,-9,-3.0,-5.6
CC(C)CCn1c(N2CCOCC2)nc2c1c(=O)n(CC(N)=O)c(=O)n2C,1.1,-0.3,-2,1.2,-3,1.4,-0.6,3,11,-0.9,-0.5
CN(CC(=O)Nc1ccccc1C(=O)Nc1ccccc1)C1CCCCC1,-0.5,-1.5,-2,0.1,9,1.4,-0.7,-1,-3,-1.6,1.3
Cc1sc2ncnc(NCC(C)(C)N3CCOCC3)c2c1C,-6.0,-4.7,0,-2.7,-4,-0.2,1.6,-3,0,-2.1,-2.9
C=C1N(C)c2cc([N+](=O)[O-])c(N)cc2C1(C)C,-0.6,-2.3,4,-1.5,1,3.0,-11,-5,15,-1.0,-0.3
O=C1OC(N2CCN(Cc3ccccc3)CC2)c2ccccc21 (configuration not stated),-1.1,0.5,-1,2.6,-2,-0.9,-1.0,4,7,-1.3,-0.4
O=C(Cn1nnc(-c2ccccc2)n1)N=Nc1c(O)[nH]c2ccccc12,0.0,1.0,0,0.3,-8,1.6,-0.8,2,-14,-0.1,2.1
O=C(Nc1sccc1C(=O)NCc1ccco1)c1cccnc1,2.4,-2.4,-13,-0.7,-2,-0.9,-0.5,0,7,-1.2,-1.1
CCOC(=O)N1CCC(NC(=O)c2cccn3c(=O)c4cc(Br)ccc4nc23)CC1,-2.1,0.7,-208,-0.8,-8,1.6,2.4,2,6,-1.9,0.8
COc1ccc(CCN(C)C(=S)Nc2cccc(C)c2)cc1OC,0.5,0.2,-8,-0.5,2,-0.8,1.4,0,6,-1.1,-0.1
Cn1c(-c2cnn(-c3ccccc3)c2N)n[nH]c1=S,-1.2,-2.5,4,1.0,-1,1.3,-2.6,0,2,-1.8,0.4
CCOC(=O)C1CCCN(C(=O)CN2C(=O)c3ccccc3C2=O)C1 (configuration not stated),0.5,2.1,1,0.8,0,-2.9,0.7,2,-2,-0.8,-0.3
O=C(COC(=O)/C=C/c1ccc(F)cc1)NC1CCS(=O)(=O)C1 (configuration not stated),0.1,0.8,1,2.3,3,3.1,2.2,-1,6,-0.3,0.7
CCc1c(C)nc2c(Br)cccc2c1SCCC#N,-3.8,-1.1,-3,0.9,13,0.7,9.6*,-2,11,-1.7,-0.1
Cc1cc(C)n(-c2ccc(C(=O)Nc3ccccn3)cc2)n1,12*,4.5,-2,-0.1,0,1.6,-0.6,2,-4,-0.1,4.7*
Cc1nn(C)c(C)c1S(=O)(=O)N1CCC(C(=O)NC2CCCCC2)CC1,-0.1,-2.0,1,0.7,-8,1.7,-1.2,3,6,-1.1,0.2
Cc1cc(C)nc(NC(N)=NC2CCCCC2)n1,1.8,3.5,-20,1.5,-3,0.3,0.5,-3,18,-1.0,0.2
Cn1c(Cn2cnc(Cl)c2Cl)nc2ccccc21,-1.7,-2.1,0,-0.8,3,0.2,-0.4,-1,3,-1.7,-0.1
O=C1c2cnc3nc(SCc4ccccc4)nn3c2CC2c3ccccc3CCN12 (configuration not stated),2.6,-1.3,-5,1.5,7,-2.3,-2.6,-3,-13,-0.7,0.3
O=C(Cn1ncc2ccccc21)N1CCc2ccccc21,-2.4,2.1,-3,2.4,-7,-0.4,0.3,0,14,-1.1,-1.7
COc1cc2c(cc1NC(=O)C(C)Sc1ccc(C)cc1)oc1ccccc12 (configuration not stated),0.6,1.6,4,-0.3,-4,-1.6,-0.9,-2,1,-0.6,-0.3
Cc1cc(NC(=O)c2ccc(S(=O)(=O)N3CCOCC3)cc2)nc2c1c(=O)oc1ccccc12,1.6,5.5,-9,·,36*,·,-1.5,-3,-4,0.8,-0.1
CCn1nnnc1SCC(=O)NC1Cc2ccccc2C1,0.0,-0.9,-6,2.5,-2,0.7,-2.6,1,-4,-0.5,-0.1
Cc1nn(-c2ccccc2)c(C)c1/C=N/NC(=O)c1cc(-c2cccs2)[nH]n1,-6.8,-3.4,-1,0.2,4,-2.1,-2.1,-2,-8,-0.2,-1.4
O=S(=O)(c1cccc(C(F)(F)F)c1)N1CCN(c2cnccn2)CC1,0.2,0.2,-35,-0.9,-5,-0.3,-1.3,1,1,-1.8,-0.2

Source: PubChem (several laboratories)
